NR2E3 ag-1: inhibitors of NR2E3-RetCOR corepressor binding, primary screen, NR2E3 agonist project, biochemical, TR-FRET, GST-NR2E3, biotin-RetCOR. Photoreceptor-specific nuclear receptor (Homo sapiens), Q9Y5X4. 1536-well. inhibition of corepressor binding, % at 4.78 µM. 320,000 compounds, 0.12% hits. AID 2300, 2010;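 active means percent inhibition above the cutoff of mean plus 3 SD of all tested compounds, set per screening campaign, cut at about 20% in these data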;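 further: 0% = DMSO wells and 100% = biotin wells as full block of FRET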
Target sequence (Q9Y5X4 whole entry, looked up): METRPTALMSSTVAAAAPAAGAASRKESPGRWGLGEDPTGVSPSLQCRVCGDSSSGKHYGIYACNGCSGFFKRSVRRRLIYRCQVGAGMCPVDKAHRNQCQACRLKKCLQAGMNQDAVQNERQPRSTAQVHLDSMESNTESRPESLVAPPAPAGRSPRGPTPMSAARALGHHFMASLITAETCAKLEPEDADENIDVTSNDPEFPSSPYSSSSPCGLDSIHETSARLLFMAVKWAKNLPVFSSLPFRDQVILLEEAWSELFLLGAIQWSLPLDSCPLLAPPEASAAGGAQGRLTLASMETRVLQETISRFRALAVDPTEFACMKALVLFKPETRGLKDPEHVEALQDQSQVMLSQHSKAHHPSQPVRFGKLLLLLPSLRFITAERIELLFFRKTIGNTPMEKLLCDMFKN
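System: GST-tagged NR2E3 plus biotinylated RetCOR corepressor; Amount: 1.35 nM GST-tagged NR2E3 final; Dosing: single nominal compound dose of 4.8 µM; Schedule: 5 h incubation at 4 °C; Technique: TR-FRET with europium anti-GST and streptavidin-D2, 340 nm excitation; Controls: biotin wells as high control, 0.6% DMSO wells as low control.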
KKLEB tox: cytotoxicity in KKLEB CF airway cells, primary screen, cytotoxicity control for CF NF-kB inhibitor project, cell-based, uHTS, fluorescence assay plates; KKLEB CF airway cells viability, ATPlite luminescence, overnight; hits give low values; cells stimulated with P. aeruginosa culture filtrate; 360,000 compounds, 0.36% hits; activity change (cytotoxicity), % at 5 µM; AID 602141, 2011;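 active means corrected activity change at or below -50% at 5 µM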
TRPM1 prom inh: inhibitors of MITF-dependent TRPM1 promoter reporter, primary screen, cell-based, SK-MEL-5, single point, luciferase; SK-MEL-5 TRPM1 promoter luciferase, 24 h; inhibition, % at 12.5 µM; 330,000 compounds, 0.83% hits;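 active means mean inhibition across replicates of 60% or more, whatever share of single replicates reaches that level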; further: values of inactives mirror those of a sister screen read the other way
Shn3 3UTR inh: reduction of Shn3 3'UTR firefly luciferase signal, primary screen, Schnurri-3 inhibitor project, cell-based, Clone20 osteoblasts, set 2; inhibition, % at 12.5 µM; Clone20 osteoblast Shn3 3'UTR firefly luciferase, 24 h; AID 588674, 2011; 360,000 compounds, 0.52% hits;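 active means mean inhibition of at least 75% with every replicate also reaching 75%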;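 further: 0% = median of neutral control wells and 100% = pilot-screen positive control compound; some compounds past the cut are filed as inactive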
HIF-2a inh: HIF-2a reporter inhibitors, primary screen, luminescence, 786-0 RCC cells; 786-0 RCC cells HIF-2a reporter, luciferase luminescence, overnight; inhibition, % at 18.8 µM; 360,000 compounds, 0.72% hits;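 active means inhibition of the luminescence signal of 40% or more relative to plate controls, in a single-dose primary screen at 18.75 µM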
CF NFkB inh: inhibitors of PAF-induced NF-kB signaling, primary screen, cell-based, GFP fluorescence, uHTS | KKLEB NF-kB-GFP reporter, GFP fluorescence overnight | inhibition, % at 5 µM | 360,000 compounds, 0.86% hits;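 active means at least 50% inhibition at 5 µM, scaled per plate between neutral and stimulator controls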;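 further: PAF is a Pseudomonas aeruginosa culture filtrate used as stimulus; plate controls were PAF-stimulated DMSO wells for no effect and unstimulated DMSO wells for full effect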
NR2E3 ag-2: NR2E3 agonists in two-hybrid cells, primary screen, cell-based, luminescence, CHO-S, Gal4-NCOR/VP16-NR2E3; Photoreceptor-specific nuclear receptor (Homo sapiens), Q9Y5X4; AID 602229, 2012; luciferase; 360,000 compounds, 0.35% hits; inhibition of corepressor binding, % at 3.98 µM;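 active means inhibition above the mean of all tested compounds plus 3 SD, cut at about 70% in these data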;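 further: 0% = DMSO with NR2E3 transfected cells and 100% = cells lacking NR2E3 construct; higher means lower luciferase signal from less NR2E3 corepressor binding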
hiPSC survival: enhancers of single-cell hiPSC survival, primary screen, ATPlite luminescence; 100% = ROCK inhibitor wells, 0% = DMSO; survival enhancement, % at 20 µM; 360,000 compounds, 0.044% hits; AID 602274, 2012; in the data active means survival enhancement above about 18%;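 further: cells exposed to compounds for 16 hours before the ATP read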
Peg3 prom inh: Peg3 promoter-driven luciferase inhibitors, primary screen, cell-based, HeLa, luciferase luminescence; 360,000 compounds, 1.7% hits; inhibition, % at 20 µM; AID 588405, 2011; HeLa PEG-Prom luciferase reporter, overnight;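 active means inhibition of at least 50% at 20 µM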
LMP1 NFkB inh: EBV LMP1-driven NF-kappaB luciferase reporter inhibitors, primary screen, cell-based, luminescence, single point; LMP1-induced NF-kappaB luciferase reporter cells; inhibition, % at 12.5 µM; 350,000 compounds, 0.69% hits; in the data active means inhibition above about 41%;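 further: 0% = neutral control wells and 100% = reference inhibitor control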
TRAIL sens C8: viability loss with TRAIL in NB7+C8 cells, primary screen, TRAIL sensitizer project, cell-based, ATPlite luminescence | inhibition (viability loss, TRAIL sensitization), % at 10 µM | 360,000 compounds, 1% hits | AID 624354, 2012;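 active means compounds causing at least 50% loss of cell viability in the single-dose screen, relative to plate controls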
Starred values were filed as active, the others as inactive; x = not tested or not shown.

A first look (ten entries):
no.	Compound	Shn3 3UTR inh	NR2E3 ag-2	NR2E3 ag-1	LMP1 NFkB inh	TRAIL sens C8	TRPM1 prom inh
1	Cc1ccccc1OCCn1cc(/C(N)=N/O)c2ccccc21	9	-7	-5	-12	1	4
2	Cc1cc(C)cc(N(C(C)C(=O)NCc2ccc3c(c2)OCO3)S(C)(=O)=O)c1 (configuration not stated)	-2	-14	2	-5	-11	2
3	CCC1CCCCN1C(=O)c1ccc([N+](=O)[O-])o1 (configuration not stated)	-6	21	1	2	2	20
4	CCCCOC(=O)c1ccc(N2C(=O)CC(N3CCN(C/C=C/c4ccccc4)CC3)C2=O)cc1 (configuration not stated)	0	-9	4	13	5	5
5	COc1ccc(-c2cc(-c3cccs3)c(C#N)c(SCC(=O)NCc3ccccc3)n2)cc1	0	-19	1	-8	0	-5
6	COc1cc(OC)c(S(=O)(=O)NCc2ccco2)cc1S(=O)(=O)NCc1ccco1	11	1	2	-5	1	13
7	O=C1c2ccccc2NC(c2ccccc2)N1/N=C/c1ccccc1 (configuration not stated)	-48	-122	1	13	55*	-10
8	N#Cc1cc2nc(O)c(O)nc2cc1[N+](=O)[O-]	-2	-6	2	0	-5	5
9	CCOc1ccc(S(=O)(=O)N/N=C(\C)c2ccc(OC)cc2OC)cc1	-18	-7	-3	-11	0	6
10	Cc1cccc(C)c1NC(=O)C1(NC(=O)Cn2cccc([N+](=O)[O-])c2=O)CCCCC1	12	19	-2	-3	4	13

no.	CF NFkB inh	KKLEB tox	hiPSC survival	HIF-2a inh	Peg3 prom inh
1	15	-24	-0.6	-65	-1
2	9	-15	0.7	10	12
3	-5	-6	-0.1	-12	14
4	3	5	2.4	13	15
5	-5	-16	0.2	0	8
6	2	7	-2.3	-3	8
7	-2	-21	0.1	-78	-46
8	-4	10	0.3	3	-2
9	-6	7	-0.4	7	0
10	6	9	-0.1	12	-78

Main list, from the start:
no.	Compound	Shn3 3UTR inh	NR2E3 ag-2	NR2E3 ag-1	LMP1 NFkB inh	TRAIL sens C8	TRPM1 prom inh
1	Cc1ccccc1OCCn1cc(/C(N)=N/O)c2ccccc21	9	-7	-5	-12	1	4
2	Cc1cc(C)cc(N(C(C)C(=O)NCc2ccc3c(c2)OCO3)S(C)(=O)=O)c1 (configuration not stated)	-2	-14	2	-5	-11	2
3	CCC1CCCCN1C(=O)c1ccc([N+](=O)[O-])o1 (configuration not stated)	-6	21	1	2	2	20
4	CCCCOC(=O)c1ccc(N2C(=O)CC(N3CCN(C/C=C/c4ccccc4)CC3)C2=O)cc1 (configuration not stated)	0	-9	4	13	5	5
5	COc1ccc(-c2cc(-c3cccs3)c(C#N)c(SCC(=O)NCc3ccccc3)n2)cc1	0	-19	1	-8	0	-5
6	COc1cc(OC)c(S(=O)(=O)NCc2ccco2)cc1S(=O)(=O)NCc1ccco1	11	1	2	-5	1	13
7	O=C1c2ccccc2NC(c2ccccc2)N1/N=C/c1ccccc1 (configuration not stated)	-48	-122	1	13	55*	-10
8	N#Cc1cc2nc(O)c(O)nc2cc1[N+](=O)[O-]	-2	-6	2	0	-5	5
9	CCOc1ccc(S(=O)(=O)N/N=C(\C)c2ccc(OC)cc2OC)cc1	-18	-7	-3	-11	0	6
10	Cc1cccc(C)c1NC(=O)C1(NC(=O)Cn2cccc([N+](=O)[O-])c2=O)CCCCC1	12	19	-2	-3	4	13
11	CCCn1c(SCC(=O)N2CCCCC2)nnc1C(C)C	14	11	-1	0	-6	4
12	CC(C)(C)c1cc(N)n2nc(C(C)(C)C)cc2n1	1	-11	-1	-1	-6	0

no.	CF NFkB inh	KKLEB tox	hiPSC survival	HIF-2a inh	Peg3 prom inh
1	15	-24	-0.6	-65	-1
2	9	-15	0.7	10	12
3	-5	-6	-0.1	-12	14
4	3	5	2.4	13	15
5	-5	-16	0.2	0	8
6	2	7	-2.3	-3	8
7	-2	-21	0.1	-78	-46
8	-4	10	0.3	3	-2
9	-6	7	-0.4	7	0
10	6	9	-0.1	12	-78
11	-11	5	-2.0	15	8
12	14	3	-0.3	-9	-6

Next section.
no.	Compound	Shn3 3UTR inh	NR2E3 ag-2	NR2E3 ag-1	LMP1 NFkB inh	TRAIL sens C8	TRPM1 prom inh
13	Cc1cccc(C)c1NC(=O)c1ccc([N+](=O)[O-])s1	-10	21	-1	9	20	0
14	Cc1ccc(OCc2nc(-c3cccs3)no2)c([N+](=O)[O-])c1	-18	-123	5	-74	38	-79
15	Cc1ccc(-n2c(C)cc(/C=N/NC(N)=S)c2C)cc1	-5	-14	1	0	6	-25
16	COc1cccc(CN2CCN(Cc3cccc(Oc4ccccc4)c3)CC2)c1OC	-3	2	-2	3	17	-6
17	CCn1ncc(C(=O)Nc2ccc([N+](=O)[O-])cc2OC)c1C	17	19	-1	5	-1	6
18	N#Cc1c(NC(=O)CN2CCCCC2)sc2c1CCC2	-6	12	2	-7	13	-19
19	Cc1ccc(S(=O)(=O)CC(=O)Nc2ccc(S(=O)(=O)Nc3ccccn3)cc2)cc1	-12	-10	2	4	-2	0
20	O=C(CSc1nnc(COc2ccccc2)n1Cc1ccco1)Nc1ccc2c(c1)OCCO2	6	6	1	-5	-6	18
21	Cc1cc[n+](CC2OCc3ccccc3CO2)cc1	-5	-17	-1	7	-9	x
22	Cn1c(SCC(=O)C(C)(C)C)nnc1-c1ccncc1	-7	-9	-5	-6	-3	13
23	CCOC(=O)C1CCCN(C(=O)Cn2nc(CC)n3c(cc4sccc43)c2=O)C1 (configuration not stated)	4	-1	3	9	8	13
24	CN(C(=O)CSc1nnc(Nc2ccccc2)s1)c1c(N)n(Cc2ccccc2)c(=O)[nH]c1=O	0	-32	-3	-9	-13	-4

no.	CF NFkB inh	KKLEB tox	hiPSC survival	HIF-2a inh	Peg3 prom inh
13	28	-19	-1.4	5	-11
14	-15	-22	-0.5	-242	-296
15	-3	1	-0.7	-50	-38
16	-19	4	-0.3	6	7
17	-18	11	-0.6	-25	-13
18	0	0	-1.9	-13	-3
19	-11	-4	0.2	3	6
20	-8	3	0.6	8	21
21	-9	1	0.1	-1	7
22	13	-2	0.0	6	-1
23	6	-3	0.3	16	4
24	12	-6	3.8	19	-4

Not all compounds are listed; count on the stated rates, not on these rows.
